Screening results: PubChem BioAssay, National Center for Advancing Translational Sciences (NCATS)
RXFP1 agonist: RXFP1 (human) receptor agonism; AID 2676; Potency, µM (highest dose often 57.5 µM), inactives show at the highest dose activation, usual class: activators; 370,000 compounds, 0.3% hits; HEK293T-RXFP1 cAMP TR-FRET, 30 min; response scale: percent of porcine relaxin response, buffer zero; Q9HBX9; active = well fitted activation curve with a large enough effect; inconclusive = small, poorly fitted or top-dose-only effect; also: potency is read from the fitted curve at half-maximal effect; % is scaled to controls: 0 for no effect and ±100 for the full control effect; nearly all actives have a fitted effect of over 60% in size; many of its hits are not listed in these tables
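HEK293 cells stably expressing RXFP1, treated 30 min at 37C with compounds plus PDE4 inhibitor Ro 20174; cAMP measured by HTRF TR-FRET. Normalized to buffer and 29 nM porcine relaxin; EC50 by Hill fit.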
D1 antag: human D1 dopamine receptor antagonism; HEK293 TREx D1 cells, calcium flux, dopamine EC80; stronger effect = lower value; activity change, negative = inhibition, % at 10 µM; 360,000 compounds, 3.2% hits; AID 504652; in the data active = activity change below about -30%; also: % is scaled to controls: 0 for no effect and ±100 for the full control effect
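Cells carrying a force-coupled, tetracycline-inducible human D1 receptor report calcium flux. Each well gets a 10 s baseline, compound with 180 s monitoring, then an EC80 dopamine stimulus with a second 180 s kinetic read.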
D1 agonist: human D1 receptor agonism; P21728; HEK293 T-REx D1 cells, calcium flux, agonist mode; activation, % at 2 µM; 360,000 compounds, 1% hits; AID 504660; in the data active = activation above about 30%; also: 0% is about no effect
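Inducible HEK293 T-REx D1 cells, force-coupled to calcium signalling, were plated at 4000 cells/well with tetracycline and held overnight at 30 C. After no-wash calcium dye loading, compound-evoked calcium rise over 180 s flagged agonists.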
TRHR enhancer: allosteric enhancers of human TRH receptor; TRHR cells, fluo-8 calcium fluorescence, EC20 TRH enhancement; enhancement, % at 2 µM; 360,000 compounds, 0.66% hits; in the data active = enhancement above about 30%; also: 0% is about no effect
Target sequence (P34981 whole entry, looked up): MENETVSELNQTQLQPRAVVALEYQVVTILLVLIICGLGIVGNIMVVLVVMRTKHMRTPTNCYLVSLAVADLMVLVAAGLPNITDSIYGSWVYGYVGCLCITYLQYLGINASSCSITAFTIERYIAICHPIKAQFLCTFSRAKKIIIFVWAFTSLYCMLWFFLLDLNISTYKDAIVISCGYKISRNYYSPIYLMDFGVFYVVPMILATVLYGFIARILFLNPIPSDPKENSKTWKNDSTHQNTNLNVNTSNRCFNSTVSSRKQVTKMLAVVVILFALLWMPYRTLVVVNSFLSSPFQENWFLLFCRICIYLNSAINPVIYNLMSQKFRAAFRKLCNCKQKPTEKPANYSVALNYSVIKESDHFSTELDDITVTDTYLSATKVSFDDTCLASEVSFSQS
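Enhancer read-out: after compound pinning and an initial kinetic agonist-mode read, an EC20 of TRH (10 nM final) was injected and fluo-8 calcium signal (Ex 480/Em 530) followed at 1 s/cycle for 100 cycles in TRHR-expressing cells.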
D1 PAM: potentiators of human D1 dopamine receptor. P21728. HEK293 TREx D1 cells, calcium flux, dopamine EC20 potentiation. potentiation, % at 10 µM. 360,000 compounds, 0.036% hits; in the data active = potentiation above about 30%; also: 0% is about no effect
D2 antag: antagonists of human D2 dopamine receptor; P14416; HEK293 TREx D2 cells, calcium flux, dopamine EC80; inhibition, % at 10 µM; 340,000 compounds, 2% hits; in the data active = inhibition above about 30%; also: 0% is about no effect
Target sequence (P14416 whole entry, looked up): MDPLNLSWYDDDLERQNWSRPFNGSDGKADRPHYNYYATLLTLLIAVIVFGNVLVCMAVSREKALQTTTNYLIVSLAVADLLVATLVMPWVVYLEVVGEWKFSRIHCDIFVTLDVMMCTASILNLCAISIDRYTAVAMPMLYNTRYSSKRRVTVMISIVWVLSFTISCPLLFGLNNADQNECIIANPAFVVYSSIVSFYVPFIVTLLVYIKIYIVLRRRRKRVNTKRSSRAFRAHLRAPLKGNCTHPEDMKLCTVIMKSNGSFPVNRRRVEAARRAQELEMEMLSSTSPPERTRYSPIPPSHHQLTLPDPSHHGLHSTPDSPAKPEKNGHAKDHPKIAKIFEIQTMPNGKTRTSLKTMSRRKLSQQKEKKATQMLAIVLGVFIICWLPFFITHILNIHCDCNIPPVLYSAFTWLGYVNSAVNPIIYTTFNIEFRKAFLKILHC
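Measurement of antagonist activity uses fluorescent calcium dye in inducible HEK293 T-REx D2 cells: 10 s baseline, compound addition with 180 s read, EC80 dopamine addition with a further 180 s read.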
D2 ag: D2 dopamine receptor (human) agonism; HEK293 T-REx D2 cells, calcium flux agonist mode; activation, % at 2 µM; 340,000 compounds, 0.53% hits;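 active = activation over 3 SD above normal in the single-dose calcium agonist read, cut at about 30% in these data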; also: 0% is about no effect
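Agonism scored from kinetic calcium signal (1 read/sec, 180 s) following compound pin transfer, after a 10 s baseline. Cells: HEK293 Trex line expressing inducible D2 receptor coupled to calcium, dye-loaded after overnight culture at 30 C.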
D2 PAM: positive allosteric modulators of human D2 dopamine receptor. HEK293 T-REx D2, calcium flux, EC20 dopamine potentiation. potentiation, % at 10 µM. AID 485347. P14416. 340,000 compounds, 0.34% hits;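 active = potentiation over 3 SD above the plate norm, cut at about 30% in these data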; also: 0% is about no effect
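Cells plated with tetracycline inducer and held overnight at 30 C; calcium dye loaded 30–90 min at room temperature; baseline taken, compound added and read 180 s; EC20 dopamine then added and read 180 s.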
RXFP1 antagonist: blocks the human relaxin receptor RXFP1 | HEK293-RXFP1, relaxin-stimulated cAMP HTRF, 30 min; stronger effect = lower value | activity change, negative = inhibition, % at 57.5 µM | Q9HBX9 | AID 1259400 | 350,000 compounds, 0.59% hits;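 active = activity change of -60% or lower, but not beyond a set lower limit; inconclusive = change between -60% and -40%, or beyond the set limit; inactive = change above -40%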; also: % is scaled to controls: 0 for no effect and ±100 for the full control effect
The depositor's hits bear a star; ? = inconclusive; . = no result given. These rows are one share of the data, so the mix of outcomes need not match the whole.

No. | Structure | RXFP1 agonist | D1 antag | D1 agonist | TRHR enhancer | D1 PAM | D2 antag | D2 ag | D2 PAM | RXFP1 antagonist
1 | Cc1ccccc1N=Nc1c(C)[nH]n(C(N)=S)c1=O | 0.1% | 8 | 0 | 0 | 3 | 12 | 0.2 | 11 | -16
2 | CC(C)CCOc1ccc(/C=C2\CCn3c2nc2cc(C(=O)O)ccc2c3=O)cc1 | 2.1% | 11 | 6 | -3 | 4 | 3 | -1.2 | 2 | -7
3 | CCCC(=O)Nc1cc(=O)n(C)c(=O)n1C | -0.2% | -8 | 4 | -1 | 0 | -34 | -1.3 | 9 | .
4 | Cn1ccsc1=NC(=O)c1ccc([N+](=O)[O-])o1 | 2.0% | 2 | 0 | 3 | -5 | 1 | 0.9 | 18 | 5
5 | O=c1c2ccccc2nnn1CCN1CCOCC1 | -1.2% | 4 | 0 | -1 | -2 | -9 | 0.1 | 6 | 2
6 | Cc1nnc(SCC(=O)Nc2cc(Cl)ccc2Cl)n1CC1CCCO1 (configuration not stated) | 0.0% | 0 | 0 | 1 | -2 | 1 | -1.0 | 2 | 9
7 | Cc1ccccc1N1C(=O)C2C3CCC(O3)C2C1=O (configuration not stated) | 2.1% | -2 | 4 | 9 | 1 | -6 | 2.1 | 2 | 6
8 | O=C(C1COc2ccccc2O1)N1CCCCC1 (configuration not stated) | 0.1% | 0 | 3 | 3 | . | 51* | -0.7 | 0 | 2
9 | O=C(O)c1ccc2c(=O)n3c(nc2c1)/C(=C/c1ccc(C(F)(F)F)cc1)CC3 | 2.8% | 2 | 0 | 4 | 1 | 13 | 0.1 | -1 | 5
10 | CCN(CC)CCN1C(=O)C(=O)/C(=C(/O)c2ccc(S(=O)(=O)N3CCOCC3)cc2)C1c1ccc(C(C)C)cc1 (configuration not stated) | 3.0% | -9 | 3 | 2 | -7 | 1 | 0.3 | 14 | 4
11 | O=C(N/N=C1/CC2C=CCC12)c1ccco1 (configuration not stated) | -0.7% | 6 | 5 | 1 | -2 | 2 | -0.2 | 12 | -9
12 | COCCNC(=O)CN(C(=O)CCC(=O)Nc1cc(C)on1)c1ccc(C)cc1C | -0.1% | -9 | 2 | 5 | -5 | -16 | 0.1 | 10 | -1
13 | O=c1[nH]cc(-c2ccc(Br)cc2)n1Cc1ccccc1 | 0.0% | 5 | 8 | 9 | 15 | -1 | -0.7 | -10 | -33
14 | CCCN(CCC)CCNC(=O)CN1C(=O)COc2ccc(S(=O)(=O)N3CCC(C)CC3)cc21 | 0.8% | -4 | 0 | 6 | -3 | . | . | -10 | .
15 | CSc1ccc(/C=C/C(=O)NC(=O)c2ccccc2O)cc1 | 1.2% | -10 | 7 | 28 | -2 | -5 | 1.7 | -12 | .
16 | Cc1cc(NC(c2cccnc2)c2ccc3cccnc3c2O)no1 (configuration not stated) | 2.4% | 6 | 1 | -2 | 13 | -3 | -0.8 | -8 | -5
17 | Clc1nc2ccccc2nc1-c1ccccc1 | 6.6% | -4 | 0 | -13 | -7 | -6 | -1.0 | -5 | -5
18 | COc1cccc(-c2nc3ccc(O)cc3c(=O)o2)c1 | -0.3% | 0 | 2 | 36* | 4 | -6 | 0.2 | -8 | -1
19 | COc1ccc(C(=O)NC(=S)Nc2ccc(N3CCCC3)cc2)cc1 | -0.4% | -3 | 2 | 1 | 6 | . | . | . | 7
20 | CC(C)NC(=O)c1ccc2c(c1)N(CC(=O)Nc1ccccc1F)C(=O)C(C)(C)O2 | -2.0% | 3 | 0 | 3 | -1 | -10 | 0.0 | -22 | -13
21 | O=C(NCc1ccc(Cl)cc1)c1ccc2c(c1)nnn2C1CCCC1 | -2.6% | -9 | 9 | -5 | -5 | . | -0.2 | -2 | 3
22 | Cc1cc(C)n(CCCNC(=O)Cn2nnnc2CN2C[C@@H](C)O[C@@H](C)C2)n1 | -0.2% | -15 | 2 | 0 | -4 | 6 | 0.1 | 1 | 0
23 | COCC(C)n1c(SCC(=O)Nc2cc(C)on2)nc2ccccc2c1=O (configuration not stated) | 0.2% | 13 | 4 | 2 | 4 | -1 | 0.0 | 2 | 3
24 | O=C(NCc1ccccc1)c1ccc2c(c1)N(Cc1ccccc1F)C(=O)c1ccccc1S2=O (configuration not stated) | -0.2% | -1 | 2 | 0 | -4 | . | -0.5 | 9 | -13

6 compounds picked at random from the list so far, as already listed:
No. | Structure | RXFP1 agonist | D1 antag | D1 agonist | TRHR enhancer | D1 PAM | D2 antag | D2 ag | D2 PAM | RXFP1 antagonist
19 | COc1ccc(C(=O)NC(=S)Nc2ccc(N3CCCC3)cc2)cc1 | -0.4% | -3 | 2 | 1 | 6 | . | . | . | 7
21 | O=C(NCc1ccc(Cl)cc1)c1ccc2c(c1)nnn2C1CCCC1 | -2.6% | -9 | 9 | -5 | -5 | . | -0.2 | -2 | 3
16 | Cc1cc(NC(c2cccnc2)c2ccc3cccnc3c2O)no1 (configuration not stated) | 2.4% | 6 | 1 | -2 | 13 | -3 | -0.8 | -8 | -5
15 | CSc1ccc(/C=C/C(=O)NC(=O)c2ccccc2O)cc1 | 1.2% | -10 | 7 | 28 | -2 | -5 | 1.7 | -12 | .
22 | Cc1cc(C)n(CCCNC(=O)Cn2nnnc2CN2C[C@@H](C)O[C@@H](C)C2)n1 | -0.2% | -15 | 2 | 0 | -4 | 6 | 0.1 | 1 | 0
18 | COc1cccc(-c2nc3ccc(O)cc3c(=O)o2)c1 | -0.3% | 0 | 2 | 36* | 4 | -6 | 0.2 | -8 | -1

(cont.)
No. | Structure | RXFP1 agonist | D1 antag | D1 agonist | TRHR enhancer | D1 PAM | D2 antag | D2 ag | D2 PAM | RXFP1 antagonist
25 | COc1cccc(CSc2nc3n(n2)C(c2ccccc2C)C(C(=O)Nc2ccccc2OC)=C(C)N3)c1 (configuration not stated) | 3.7% | 1 | 0 | -3 | 0 | . | 0.0 | -14 | -5
26 | CCN(CC)C(=O)Cn1nnc(-c2ccc(S(C)(=O)=O)cc2)n1 | -0.5% | -2 | 1 | -1 | 2 | -1 | -0.2 | 12 | 8
27 | Cc1ccc(S(=O)(=O)NC(N)=NCCc2ccccc2)cc1C | -7.5% | 3 | 6 | 1 | 2 | 30 | -0.5 | 12 | 14
28 | CC(C)OCCCn1c(NN)nc2ccccc2c1=O | 11% | 4 | 1 | 0 | 5 | 8 | 0.6 | 19 | -9
29 | CCOC(=O)c1ccc(NC(=O)Cn2ncc(Cl)c(Cl)c2=O)cc1 | 1.1% | -30 | 0 | 1 | -3 | . | . | . | -25
30 | Fc1ccc(CNC2CCN(Cc3ccccc3)CC2)cc1 | -1.0% | -6 | 10 | -3 | -3 | -1 | -0.1 | 7 | 2
31 | Cc1cccc(C)c1-n1ncc(C(=O)NC2CCCC2)c1C1CCNCC1 | 4.0% | -8 | 1 | -6 | 4 | -3 | 0.1 | 9 | 5
32 | CSc1nnc(-c2cccs2)n1C | 2.1% | 4 | 1 | 3 | 4 | -16 | 0.6 | -1 | -17
33 | N/C(=N\OC(=O)c1cccc(F)c1)c1ccccc1 | -0.2% | 7 | -1 | 4 | 1 | -2 | 0.0 | 5 | 3
34 | Cc1nc2ccccc2c(=O)n1-c1ccc(NC(=O)c2cccc([N+](=O)[O-])c2)cc1 | 1.5% | . | 1 | -1 | -1 | . | -3.0 | 10 | .
35 | O=S(=O)(Nc1ccc(N2CCCCC2)cc1)c1ccccc1F | 2.2% | 1 | 4 | -4 | -5 | -40 | 0.4 | 1 | 16
36 | COc1ccc(NS(=O)(=O)c2cccc(C(=O)NCc3ccco3)c2)cc1 | 1.6% | -2 | 2 | -1 | 1 | -11 | 0.2 | 6 | -14
37 | Cc1cc(CNC(=O)COC(=O)c2ccc(Cl)c(N)c2)cc(C)c1O | 3.1% | -6 | 7 | 13 | -3 | 9 | -0.1 | 6 | -9
38 | O=C(CNC(=O)c1ccccc1)N/N=C/c1cc(Br)ccc1O | 1.9% | -7 | 6 | 3 | -1 | -8 | -0.9 | -10 | -23
39 | Cc1onc(-c2ccccc2Cl)c1C(=O)NCCn1c(C)cc2ccccc21 | 5.0% | 17 | 3 | -1 | -7 | . | . | 1 | -5
40 | Cc1csc(SCC(=O)NC(C)c2ccc(F)cc2)n1 (configuration not stated) | 2.5% | 11 | -1 | 1 | 4 | -25 | -0.9 | -1 | 15
41 | COc1cc(NS(=O)(=O)c2ccc(NC(=S)NC(=O)c3ccco3)cc2)ncn1 | 12% | 5 | 0 | 2 | -2 | -5 | 0.3 | 3 | 3
42 | Brc1ccccc1OCCCN1CCCCCC1 | -0.6% | -60* | 4 | 9 | -9 | 46* | 0.3 | -18 | -14
43 | COc1cccc(C(=O)NCCc2csc(-c3cccc(F)c3)n2)c1OC | -0.1% | -8 | -1 | -3 | -4 | . | -1.0 | -3 | -17
44 | NCCN=C1NS(=O)(=O)c2ccccc21 | 1.7% | 6 | 0 | 1 | 2 | 3 | 0.2 | -14 | 0
45 | CCc1ccc(C(=O)COC(=O)c2cccnc2Cl)cc1 | 0.3% | -3 | 3 | 2 | 1 | 0 | 0.1 | 7 | ?
46 | CCOc1ccc(CCNC(=O)Cn2ccc3ccccc3c2=O)cc1OCC | ? | 25 | 1 | 2 | -5 | 5 | 1.6 | 7 | -21
47 | Clc1cc(NC2CCCCC2)ncn1 | -0.7% | 1 | 3 | 23 | -7 | . | . | . | 10
48 | COCCNC(=O)/C(C#N)=C/c1ccc(C)o1 | -0.5% | 0 | 1 | 1 | 0 | 2 | -0.7 | -14 | -18
49 | NNc1nc2ccccc2c(=O)n1Cc1ccccc1 | 2.5% | 0 | 3 | 7 | -2 | 5 | 0.2 | 21 | 12
50 | COc1ccc(OC)c(NC(=O)c2nc(SCc3ccccc3F)ncc2Cl)c1 | 2.8% | -2 | 1 | -3 | 6 | . | -0.2 | 7 | -2
51 | CC(C)(C)Nc1nc(Cl)nc(NC2CCCCC2)n1 | -1.0% | 30 | 7 | -1 | 6 | 0 | -0.7 | 9 | -27

Copied from above: nos. 1 to 2
No. | Structure | RXFP1 agonist | D1 antag | D1 agonist | TRHR enhancer | D1 PAM | D2 antag | D2 ag | D2 PAM | RXFP1 antagonist
1 | Cc1ccccc1N=Nc1c(C)[nH]n(C(N)=S)c1=O | 0.1% | 8 | 0 | 0 | 3 | 12 | 0.2 | 11 | -16
2 | CC(C)CCOc1ccc(/C=C2\CCn3c2nc2cc(C(=O)O)ccc2c3=O)cc1 | 2.1% | 11 | 6 | -3 | 4 | 3 | -1.2 | 2 | -7
